S3 lipid droplet: qHTS Assay for Lipid Storage Modulators in Drosophila S3 Cells; lipid storage change, negative = inhibition, % at the top dose, mostly 46.1 µM; hits show Potency in µM; AID 2685; 0.64% of 320,000 active; Drosophila S3 cells, BODIPY lipid droplet fluorescence, 18-24 h; cells fed with added oleic acid; active = well fitted inhibition curve with a large enough effect in the signal ratio, with a control signal flat, not every such curve was filed as active; inconclusive = small, poorly fitted or top-dose-only effect, or effect the other way, or a change in a side signal; the % refers to the signal ratio
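Laser-scanning cytometry quantifies lipid droplet accumulation (500–530 nm total intensity; droplet/cell object ratio) in oleic acid-fed (400 uM added) Drosophila S3 cells treated with a concentration series. 20 uM Triacsin C defined 100% inhibition.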
S3 lipid droplet cell count max: also measured in S3 lipid droplet; calls as there; cell number change, %; measured here: cell count max response;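 cells counted by Cell Tracker Red CMTPX staining in the red channel; peak over a dose series mostly up to 46.1 µM; percent activity relative to internal control wells on each plate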
* marks the source's active call; other numbers are inactive results; i = inactive; u = inconclusive; x = no result given; [ ] = remark or other dose. % is set by controls: 0 for no effect and ±100 for the full control effect; potency is the fitted concentration of half-maximal effect.

S3 lipid droplet	S3 lipid droplet cell count max	canonical_smiles
-20.1%	-15.7	CCCCNC(=O)N(O)C1N(/N=C/c2ccc(N(C)C)cc2)C(=S)SC1(C)C (configuration not stated)
u	x	COc1ccc(Cl)cc1S(=O)(=O)Nc1cccc(C(=O)O)c1
8.6%	1.6	O=[N+]([O-])c1ccccc1S(=O)(=O)n1cnc2ccccc21
u	x	Cc1ccc(-c2nnc(SCC#CCOC(=O)c3ccco3)o2)cc1
0.2%	-7.4	CC1Cc2ccccc2N1C(=O)Cn1cnc2ccccc21 (configuration not stated)
-29.1%	-19.5	N#CC1=C(SCc2ccccc2)NC2=C(C(=O)CCC2)C1c1ccc2c(c1)OCO2 (configuration not stated)
u	x	Cc1ccccc1C(=O)N1CCC(C(=O)Nc2cc(C(F)(F)F)ccc2N2CCCC2)CC1
u	x	CCC(C)(CC(=O)N(C)CCC#N)c1ccccc1 (configuration not stated)
-1.3%	22.3	CCOC(=O)c1nn2c(C(F)(F)F)cc(-c3ccc(OC)cc3)nc2c1Br
12.6%	4.1	Cc1ccc(CONC(=O)c2ccc(Cl)cc2)cc1
25.3%	x	O=C1CC(N2CCN(c3ccccc3O)CC2)C(=O)N1Cc1ccccc1 (configuration not stated)
i	x	O=C(NNC(=S)Nc1ccccc1)NNC(=S)Nc1ccccc1
20.0%	3.6	COC(=O)CCC(=O)N(C)CC1CCCN(CCc2cccc(C(F)(F)F)c2)C1 (configuration not stated)
7.8%	9.5	COC(=O)c1ccc(S(=O)(=O)NCc2ccco2)o1
u	x	CCOC(=O)c1[nH]c(C)c(CN(Cc2ccco2)C(=O)C(F)(F)F)c1C
i	x	CCCc1nc2sc3c(c2c(=O)n1NC(=O)CCC(=O)OC)CCCC3
-11.8%	0.2	CC1=CC(C)(C)N(C(=O)CN2C(=O)CCC2=O)c2ccccc21
-6.2%	17.7	CC(/C=C/c1ccccc1)=N/NC(=O)CNC(=O)c1ccc2c(c1)OCO2
i	-8.4	CCc1ccc(N(C(=O)c2csnn2)C(C(=O)NC2CCCC2)c2cccnc2)cc1 (configuration not stated)
u	x	CC1CN(Cc2ccccc2)c2nc3c(c(=O)[nH]c(=O)n3C)n2C1 (configuration not stated)
u	x	CCOC(=O)c1c(-c2ccc(-c3ccccc3)cc2)csc1NC(=O)CCN1CCOCC1
0.9%	3.7	CN1CCCC1CCNS(=O)(=O)c1ccc(Br)cc1 (configuration not stated)
u	x	Cc1nc2c(n1C1CCCCC1)C(=O)c1ccccc1C2=O
u	x	COc1cccc(N2CCN(Cc3cccnc3)CC2)c1
18.4%	21.5	COc1ccccc1N1CCN(C(=O)c2cc(=O)c3cc(C)cc(C)c3o2)CC1
u	x	CCN(CC)CCNS(=O)(=O)c1ccc2c3c(cccc13)C(=O)N2
u	x	Cc1cccc(S(=O)(=O)NNC(=O)c2sc(C)nc2C)c1
u	x	O=S1(=O)CCOCCCN1Cc1cccc(F)c1
14.1%	23.7	CC(C)Oc1ccc(C(=O)N(Cc2ccco2)C2CCS(=O)(=O)C2)cc1 (configuration not stated)
-12.7%	x	O=C(Cc1ccc(Cl)cc1)NCC(=O)N1CCCCC1
i	x	COCCNC(=O)c1ccc(Cl)c(Cl)c1
-26.9%	6.1	COc1ccc(-c2coc3cc(OC)cc(OC)c3c2=O)cc1
u	x	Cc1ccc(S(=O)(=O)C2(C(=O)NC3CCCCC3)CC2)cc1
u	x	CCCc1cc(-c2n[nH]c(C(=O)OCC)c2-c2cscn2)c(O)cc1O
-20.1%	-4.5	CCc1ccc(NC(=O)Cn2nnc(C(=O)NCc3ccco3)c2N)cc1
i	x	CCN(c1ccc(OCC(=O)OCC(=O)c2c(N)n(C)c(=O)n(C)c2=O)cc1)S(=O)(=O)c1ccccc1
u	x	COc1cc(/C=C/C(=O)OCC(=O)Nc2ccc(S(N)(=O)=O)cc2)ccc1O
u	x	CN(c1ccc(C(=O)NCc2cccnc2)cc1)S(=O)(=O)c1ccc(Cl)cc1
u	x	CCOC(=O)N1CCN(C(=O)c2ccc(CS(=O)(=O)c3ccccc3OC)o2)CC1
-6.3%	2.7	O=C(COc1ccccc1)Nc1ccc(CN2CCCCC2)cc1
u	x	CC1(C)CC2(C)OCCN2C(=S)N1 (configuration not stated)
u	x	CC1CCCC(NC(=O)C2CCC(CNc3c(N4CCCCC4)c(=O)c3=O)CC2)C1C (configuration not stated)
4.3%	-5.5	COc1ccc(C2/C(=C(/O)c3ccc(C)cc3)C(=O)C(=O)N2CCCN2CCOCC2)cc1 (configuration not stated)
3.7%	11.3	Cc1nc(N2CCN(c3ccccn3)CC2)c2c(C)c(C(=O)Nc3ccc(F)cc3)sc2n1
u	x	CC1(CC(=O)N/N=C/c2cc([N+](=O)[O-])c(O)cc2O)OCCO1
u	x	COCCn1c(SCC(=O)c2ccc(Cl)cc2)nnc1C(C)C
u	x	CCCc1cc(O)c2c(C)cc(=O)oc2c1
u	x	CCC(CC)c1nnc(NC(=O)c2ccc([N+](=O)[O-])cc2)s1
u	x	CC1CCN(Cc2cc(=O)oc3ccc(C(C)C)cc23)CC1
i	x	CCOc1ccc(CNc2ccc(N3CCCC3)cc2)cc1
19.6%	-1.7	CCC(C)(C)n1nnnc1C(c1cc2ccc(OC)cc2[nH]c1=O)N1CCN(C2CCCCC2)CC1 (configuration not stated)
u	x	CCN(C(=O)CO/N=C/c1ccc(OC)cc1OC)c1c(N)n(Cc2ccccc2)c(=O)[nH]c1=O
-2.3%	21.8	COc1cccc(NC(=O)c2c(C)cc(C)cc2CC(C)(C)C(=O)O)c1
u	x	Cc1cc(NC(=O)COC(=O)c2ccccc2S(=O)(=O)N(C)c2ccccc2)no1
u	x	Cc1cc(C(=O)Nc2cccc(S(=O)(=O)N3CCCC3)c2)c2ccccc2n1
u	x	CCOC(=O)Nc1cc(C(=O)OC)cc(C(=O)OC)c1

Later entries:
S3 lipid droplet	S3 lipid droplet cell count max	canonical_smiles
i	-21.9	CCC[N+](CC#CCO)(CC#Cc1ccccc1)CCC
-14.6%[0.0737 µM]	x	O=C(CN1C(=O)C2CCCCC2C1=O)Nc1nc(-c2ccc(F)cc2)cs1 (configuration not stated)
u	x	CC(=O)Cc1nsc(Nc2cccc(C)c2)n1
u	x	COc1ccccc1-c1nc2n(n1)C(c1cccs1)C(C(=O)Nc1cccnc1)=C(C)N2 (configuration not stated)
3.0%	-17.8	C=CCN1N=C(c2ccc(Cl)s2)CSC1=O
-22.0%	20.6	CCOC(=O)[C@H]1[C@H]2COc3cc(OC)ccc3[C@@H]2N2C(=O)CN(Cc3ccccc3)C(=O)[C@@]12C
27.2%	27.8	COC(=O)c1ccc(/C=N/N2CCN(Cc3ccc(C)cc3C)CC2)cc1
u	x	CC(C)Sc1nc(-c2ccccc2)cc(=O)[nH]1
u	x	Cc1ccc(C)c(NC(=O)C2CCC(C)(C(=O)O)C2(C)C)c1 (configuration not stated)
u	x	CSC1=N/C(=C\c2cccc(F)c2)C(=O)S1
-7.5%	-16.2	CC(=O)c1ccc(S(=O)(=O)N(C)C(C)CCc2ccco2)cc1 (configuration not stated)
u	x	CC(=O)c1cccc(NC(=O)CCS(=O)(=O)c2ccc(Br)s2)c1
19.4%[9.22 µM]	x	CCN(CC)S(=O)(=O)c1ccc(C(=O)OCCN2C(=O)CCC2=O)cc1
18.7%	x	CN(CCS(=O)(=O)c1ccc(Cl)cc1)Cc1cccnc1
-17.2%	-6.2	Cc1nc2ccccc2n1CC(=O)NN
u	x	O=C(O)C1CC=CCC1C(=O)N1CCN(c2nc(-c3ccccc3Cl)c3cc(Br)ccc3n2)CC1 (configuration not stated)
11.1%	0.4	CCCN(C(=O)c1ccco1)c1nnc(-c2ccccc2C)s1
u	x	Cc1ccc(C(=O)OCC(=O)Nc2cccc(S(=O)(=O)N3CCCCC3)c2)o1
-7.3%	-5.7	COc1ccc(/C=C2\CCc3ccccc3C2=O)cc1CN1CCOCC1
23.9%	-0.7	CCCc1c(O)nc(SCC(=O)O)[nH]c1=O
-21.3%	8.5	O=C(NCC1CCCO1)C1CCN(S(=O)(=O)c2ccccc2)CC1 (configuration not stated)
u	x	O=C(c1cccc(S(=O)(=O)Nc2ccccc2Cl)c1)N1CCN(c2ccccc2O)CC1
10.9%	-0.1	CCOC(=O)N1CCC(N(CCN(C)C)C(=S)Nc2cc(C)ccc2C)CC1
2.1%	x	O=C(NC(N1CCOCC1)C(Cl)(Cl)Cl)c1cc([N+](=O)[O-])cc([N+](=O)[O-])c1 (configuration not stated)
u	x	C[C@@]12CCC3[C@@](CCC4[C@@]3(C)CCC[C@@]4(C)C(=O)O)(CC1=O)C2 (some centres not stated)
u	x	COc1ccc(NC(=O)c2ccc(S(=O)(=O)N3CCOCC3)o2)cc1
-12.5%	-1.5	Cc1cc2c3c([nH]c2cc1S(=O)(=O)NCc1ccc(CN2CCCCCC2)o1)CC(C)(C)CC3=O
u	x	N/C(=N\OC(=O)Cc1ccc(Cl)cc1)c1cccnc1
u	x	O=C(c1ccoc1)N1CCCC(N2CCN(c3ccc(F)cc3)CC2)C1 (configuration not stated)
20.0%	x	COc1ccc(NC(=O)CS(=O)c2cccc(Cl)c2)cc1 (configuration not stated)
-1.1%	1.8	CCNC(=O)N1CCCC(C(=O)c2ccc(-c3ccccc3)cc2)C1 (configuration not stated)
-24.7%	-13.6	Cc1cccc2c1cnn2C(=O)CCC(=O)N1CCC(C)CC1
-4.0%	-9.3	CC(=O)Cn1cnc2sc(-c3ccccc3)cc2c1=O
u	x	O=C(NNC(=O)c1ccc(-n2cncn2)c([N+](=O)[O-])c1)c1cccc(Cl)c1
i	13.8	CC(=O)Oc1ccc2occ(/C=N/c3cc(=O)[nH]c(=S)[nH]3)c(=O)c2c1
u	x	COc1ccc(C2(c3ccc(OC)cc3)NC(=O)N(CC(=O)NC3(C#N)CCCCC3)C2=O)cc1
u	x	COc1cc(S(=O)(=O)n2nc(C)cc2C)ccc1Cl
-4.7%	-7.9	O=C(COc1ccc2ccccc2c1)NNC(=O)c1cccs1
-12.2%	x	NCc1ccccc1
2.8%	5.5	CCOC(=O)c1nnn(-c2ccc(OC)cc2)c1N

Arranged by value in S3 lipid droplet (high to low): 4 of the compounds above.
S3 lipid droplet	S3 lipid droplet cell count max	canonical_smiles
2.8%	5.5	CCOC(=O)c1nnn(-c2ccc(OC)cc2)c1N
-4.0%	-9.3	CC(=O)Cn1cnc2sc(-c3ccccc3)cc2c1=O
-4.7%	-7.9	O=C(COc1ccc2ccccc2c1)NNC(=O)c1cccs1
-12.2%	x	NCc1ccccc1

New compounds follow.
S3 lipid droplet	S3 lipid droplet cell count max	canonical_smiles
u	x	COc1ccc(/C=C/c2nnc(NC(=O)COc3ccc(C)cc3)s2)cc1
-10.0%	18.7	COC(=O)c1cn(NC(=O)c2ccc(F)cc2)c(=O)c2ccccc12
u	x	CC1(C)CC(=O)C=C(NC2=CC3OC(c4ccccc4)OCC3OC2=O)C1 (configuration not stated)
u	x	CC(Cc1ccccc1)NC(=O)CSc1nc2nc3c(cc2c(=O)n1-c1ccccc1)COC(C)(C)C3 (configuration not stated)
9.7%	-1.5	CCOc1ccc(C2C3=C(CCCC3=O)Nc3ccc4ncccc4c32)cc1 (configuration not stated)
10.3%	2.5	COc1ccc(-c2csc(N3C(=O)C4C5c6ccccc6C(c6ccccc65)C4C3=O)n2)cc1 (configuration not stated)
3.9%	x	COC(=O)c1ccc(CN(c2ccccc2OC)S(=O)(=O)c2cccs2)o1
-20.1%	-9.4	Cc1ccc(CNC(=O)C2CCN(S(=O)(=O)c3ccc4c(c3)OCCCO4)CC2)cc1

5 compounds drawn at random from those above, as already listed:
S3 lipid droplet	S3 lipid droplet cell count max	canonical_smiles
u	x	Cc1ccc(C(=O)OCC(=O)Nc2cccc(S(=O)(=O)N3CCCCC3)c2)o1
-1.1%	1.8	CCNC(=O)N1CCCC(C(=O)c2ccc(-c3ccccc3)cc2)C1 (configuration not stated)
u	x	CC1(CC(=O)N/N=C/c2cc([N+](=O)[O-])c(O)cc2O)OCCO1
20.0%	x	COc1ccc(NC(=O)CS(=O)c2cccc(Cl)c2)cc1 (configuration not stated)
-24.7%	-13.6	Cc1cccc2c1cnn2C(=O)CCC(=O)N1CCC(C)CC1

Following part:
S3 lipid droplet	S3 lipid droplet cell count max	canonical_smiles
-5.0%	5.7	COc1ccc(CCN(C)C2CCCN(S(C)(=O)=O)C2)cc1OC (configuration not stated)
u	x	CCNc1nc(NC(C)(C)C)nc(N(CC)n2cnnc2)n1
u	x	COc1cc(-c2nc(CN3CCCCC3CCNC(C)=O)c(C)o2)ccc1F (configuration not stated)
u	x	Cc1ccc(S(=O)(=O)N(C)c2ccc(C(=O)Nc3ccccc3C(=O)N3CCOCC3)cc2)cc1
u	x	CSc1ccc(S(=O)(=O)NCC(=O)OCC(=O)NCC2CCCO2)cc1[N+](=O)[O-] (configuration not stated)
19.9%	x	O=C(CN1C(=O)NC2(CCCCCCC2)C1=O)NCc1ccccc1Cl
u	x	O=C(Nc1ccc(Cl)c(S(=O)(=O)N2CCCC2)c1)c1nn(CCO)c(=O)c2ccccc12
u	x	Oc1c(C(Nc2ccccn2)c2ccccn2)ccc2cccnc12 (configuration not stated)
u	x	C=C(C)Cn1c(CCn2c3ccccc3c3ccccc32)n[nH]c1=S
24.8%	x	COC(=O)C1=C(C)NC(C)=C(C(=O)OC)C1C(=O)OCC(=O)N1CCCCC1C (configuration not stated)
u	x	CC12CCC(=O)N1C(C(=O)NCc1ccccc1Cl)CS2 (configuration not stated)
22.8%	x	O=C(CSc1nnc(-c2ccccc2)n1-c1ccccc1)N1c2ccccc2Sc2ccccc21

Screening results from PubChem.

Only part of the results is shown (hit frequency here may not be typical).
